Source: PubChem BioAssay
KOR beta-arrestin-1: KOR antagonists, beta-arrestin recruitment, cell-based, luminescence, uHTS (AID 1778) | Kappa-type opioid receptor (Homo sapiens) | KOR beta-arrestin recruitment, luminescence, antagonist mode; higher % means a stronger effect | one-dose inhibition, % at 10 µM; IC50 in µM for titrated hits | actives 0.091% (n = 290,000); in the data active = inhibition above about 50%; also: strong numbers were not always called active
HIV fusion peptide: inhibitors of HIV fusion peptide binding, primary screen, biochemical, uHTS, fluorescence dequenching (AID 1986) | cell-free peptide binding, fluorescence dequenching, 30 min; higher % means a stronger effect | inhibition, % at 20 µM, or IC50 in µM where a hit was titrated | actives 0.3% (n = 290,000); in the data active = inhibition mostly above about 52%, no sharp cut-off; inactive = mostly below about 76%; also: some results filed as inactive read as strong as hits
West Nile antiviral: West Nile virus antiviral activity, cell-based, CPE readout (AID 1621). one-dose CPE inhibition, % at 10 µM; IC50 in µM for titrated hits. West Nile virus-infected cells, CPE inhibition; higher % means a stronger effect. actives 0.02% (n = 290,000); in the data active = a potency from the dose series; also: strong numbers were not always called active
GPR55 antagonists: GPR55 antagonists blocking LPI-driven arrestin recruitment, primary screen, imaging, U2OS, beta-arrestin-GFP, LPI agonist (AID 2013); G-protein coupled receptor 55 (Homo sapiens); U2OS GPR55 beta-arrestin-GFP translocation imaging, LPI antagonism; higher % means a stronger effect; one-dose inhibition, % at 10 µM; IC50 in µM for titrated hits; actives 0.13% (n = 290,000);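 active = spots per cell inhibited over 60%, with over 100 cells counted and total cytoplasm intensity under 500,000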;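 also: U2OS cells stably carrying GPR55 and arrestin-GFP stimulated by 5 µM LPI near EC80; imaged beta-arrestin-GFP aggregate spots per cell after agonist stimulation; plate controls were LPI-stimulated DMSO wells for no effect and DMSO wells without LPI for full effect; some results filed as inactive read as strong as hits; confirmed hits need IC50 under 10 µM and bright autofluorescent wells are also inconclusive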
GPR55 activation: GPR55 agonists via beta-arrestin recruitment, primary screen, imaging, U2OS cells, beta-arrestin-GFP redistribution (AID 1961). actives 0.048% (n = 290,000). one-dose activation, % at 10 µM; EC50 in µM for titrated hits. U2OS GPR55 beta-arrestin-GFP redistribution imaging; higher % means a stronger effect;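 active = activation above 40% with more than 50 cells counted in the well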;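 also: U2OS osteosarcoma cells stably expressing GPR55 and beta-arrestin-GFP; plate controls were DMSO negative control for no effect and LPI positive control for full effect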
KOR beta-arrestin-2: KOR agonists, beta-arrestin recruitment, primary screen, cell-based, luminescence, uHTS (AID 1777); KOR beta-arrestin recruitment, luminescence; higher % means a stronger effect; Kappa-type opioid receptor (Homo sapiens); activation, % at 10 µM; hits with a dose series show EC50 in µM; actives 0.02% (n = 280,000); in the data active = activation above about 50%, passing the limit was not always enough; also: a part of the inactive calls stands beside numbers as strong as those of hits
GPR35 antagonists: GPR35 antagonists blocking zaprinast-driven arrestin recruitment, primary screen, imaging, U2OS, beta-arrestin-GFP, zaprinast agonist (AID 2058) | actives 0.052% (n = 290,000) | inhibition, % at 10 µM; hits with a dose series show IC50 in µM | G-protein coupled receptor 35 (Homo sapiens) | U2OS GPR35 beta-arrestin-GFP translocation imaging, zaprinast antagonism; higher % means a stronger effect;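 active = inhibition of at least 50% with at least 30 cells and total cytoplasm GFP at most 10,000,000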
Dengue-2 NS5 capping: Dengue-2 NS5 methyltransferase inhibitors, primary screen, biochemical, confirmation dose response (AID 588689); Genome polyprotein (Dengue virus type 2 (strain 16681-PDK53)); Dengue-2 NS5 methyltransferase capping enzyme assay, biochemical; higher % means a stronger effect; inhibition, % at 25 µM, or IC50 in µM where a hit was titrated; actives 0.3% (n = 340,000); in the data active = a potency from the dose series
NOD1 NF-kB reporter: NOD1 signaling inhibitors, primary screen, cell-based, luminescence, uHTS (AID 1578); NOD1-driven NF-kB luciferase reporter cells, luminescence; higher % means a stronger effect; inhibition, % at 4 µM; hits with a dose series show EC50 in µM; actives 1% (n = 290,000); in the data active = inhibition mostly above about 36%, no sharp cut-off; inactive = mostly below about 34%;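 also: HEK-293T reporter cells stimulated with the NOD1 agonist gamma-tri-DAP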
Dengue-2 NS5 capping pilot replicate: recorded beside Dengue-2 NS5 capping, whose call it bears; inhibition, %; measured here: pilot screen replicate inhibition
The depositor's hits bear a star; nt = no result given; [ ] = another dose, or the depositor's remark.

Start of the data: the first three records as a preview:
SMILES	KOR beta-arrestin-1	HIV fusion peptide	West Nile antiviral	GPR55 antagonists	GPR55 activation	KOR beta-arrestin-2	GPR35 antagonists	Dengue-2 NS5 capping	NOD1 NF-kB reporter	others
CCCOc1ccc2ccccc2c1/C=N/n1c(C)nnc1-n1nc(C)cc1C	-14%	0.8%	0.4%	-3%	-0.2%	-0.6%	-8%	-5%	-41%
Cn1c(=O)c2c(ncn2CC(=O)N2CCc3ccccc3C2)n(C)c1=O	nt	-0.1%	0.1%	26%	0.0%	nt	-2%	-1%	-14%
COc1ccc(C=O)c2[nH]c3c(Cl)ncnc3c12	-3%	-1.4%	-0.5%	0%	-0.1%	-5.1%	48%	5%	8%

The listing, previewed entries included:
SMILES	KOR beta-arrestin-1	HIV fusion peptide	West Nile antiviral	GPR55 antagonists	GPR55 activation	KOR beta-arrestin-2	GPR35 antagonists	Dengue-2 NS5 capping	NOD1 NF-kB reporter	others
CCCOc1ccc2ccccc2c1/C=N/n1c(C)nnc1-n1nc(C)cc1C	-14%	0.8%	0.4%	-3%	-0.2%	-0.6%	-8%	-5%	-41%
Cn1c(=O)c2c(ncn2CC(=O)N2CCc3ccccc3C2)n(C)c1=O	nt	-0.1%	0.1%	26%	0.0%	nt	-2%	-1%	-14%
COc1ccc(C=O)c2[nH]c3c(Cl)ncnc3c12	-3%	-1.4%	-0.5%	0%	-0.1%	-5.1%	48%	5%	8%
CC(=O)Nc1c(O)nc(SCC(=O)Nc2nnc(CC(C)C)s2)[nH]c1=O	43%	0.4%	-0.3%	-6%	0.2%	-4.4%	-12%	1%	-16%
Nc1nnc(N2CCCCC2)s1	6%	-0.3%	0.8%	-1%	0.0%	0.4%	-10%	-4%	-38%
COc1ccc(OC)c(N(CC(=O)O)S(=O)(=O)c2ccc(OC)c(OC)c2)c1	-6%	1.7%	-0.1%	4%	-0.1%	9.3%	-9%	1%	-38%
CCCCCCCCN1C(=O)N(C)C(N(O)C(=O)NC)C1(C)C (centres undefined)	-2%	-0.9%	-0.1%	3%	-0.1%	-0.7%	-14%	11%	-25%
COc1ccc(CNC(=O)CCSCc2ccccc2C)cc1	-23%	0.1%	0.3%	-4%	0.6%	7.7%	-15%	-5%	50%*
Cc1ccc(N(C(=O)c2ccc3c(c2)OCO3)C2C=CS(=O)(=O)C2)cc1 (centres undefined)	-3%	0.7%	0.0%	-9%	-0.1%	-1.4%	-10%	1%	-3%
NNC(=O)/C(=C/c1cccs1)NC(=O)c1ccccc1Cl	24%[20 µM]	-3.4%	-0.4%	3%	-0.1%	nt	-8%	-1%	-21%
CC(C)N(C(=O)NC(=O)NCC1CCCO1)S(C)(=O)=O (centres undefined)	38%	-2.2%	-0.3%	11%	-0.2%	-2.1%	15%	-3%	18%
COc1ccc([N+](=O)[O-])cc1NC(=O)CSCc1ccc(Br)cc1	9%	-0.5%	-1.6%	-4%	0.1%	0.0%	5%	-1%	5%
O=C(NNS(=O)(=O)c1ccccc1[N+](=O)[O-])c1cccc(Br)c1	14%	-1.6%	0.5%	2%	-0.1%	-6.7%	5%	nt	-29%
COc1ccccc1NS(=O)(=O)c1cc(N/C(=N\S(=O)(=O)c2ccccc2)c2ccc(F)cc2)ccc1Cl	4%	-4.2%	-1.1%	16%	-0.4%	-4.4%	4%	-12%	37%
Cc1ccc(S(=O)(=O)C(CCC(=O)c2ccc(Cl)cc2)C(N)=O)cc1 (centres undefined)	-25%	-1.7%	-1.3%	12%	-0.1%	7.3%	-10%	-3%	10%	Dengue-2 NS5 capping pilot replicate=2.1
CCOc1ccc(S(=O)(=O)n2nnc3ccccc32)cc1C(C)C	9%	0.8%	0.2%	5%	1.9%	2.1%	-6%	nt	-2%
C/C(CC(=O)NCc1ccco1)=N\NC(=O)Cc1cccc2ccccc12	-8%	8.8%	-0.1%	14%	0.3%	-1.7%	13%	8%	-1%
Cc1sc2ncnc(OCC(=O)N3CCN(S(=O)(=O)c4ccccc4)CC3)c2c1C	5%	-0.9%	-0.3%	17%	-0.4%	0.4%	0%	-3%	-50%
Cc1ccc(C2=NOC3(CC(=O)N(c4ccccc4)C3=O)C2)cc1 (centres undefined)	-21%	0.1%	-0.1%	-1%	0.3%	3.0%	2%	-2%	-14%
CC(C)N1C(=O)CC(Nc2ccc(N3CCOCC3)cc2)C1=O (centres undefined)	12%	0.5%	0.1%	3%	-0.1%	-2.9%	8%	10%	-6%
Cc1ccc(C(=O)c2c(NC(=O)c3ccccc3C)sc(C)c2C)cc1	-7%	-1.7%	0.7%	25%	-0.1%	-3.0%	16%	-5%	2%
CC[n+]1c(/C=C/c2ccc(OC)c(OC)c2)ccc2ccccc21	-2%	1.7%	2.7%	7%	-0.1%	-1.8%	-12%	-22%	-82%
CCSC1(SCC)N=C(N)C2(C#N)C(c3ccc(OC)c(OC)c3OC)C12C#N (centres undefined)	29%	0.6%	1.3%	-4%	0.2%	-3.1%	7%	-41%	86%
c1n[nH]c(NC2=NCCC2)n1	21%	8.9%	-0.2%	-8%	-0.2%	-9.8%	-4%	5%	-9%
Clc1ccc(/C=N/Nc2nc(Cl)nc3ccccc23)cc1	3%	-1.9%	0.4%	5%	-0.1%	-0.2%	7%	-1%	2%
NNC(=O)CCc1nc2ccccc2[nH]1	-14%	-1.3%	0.8%	-5%	-0.5%	0.9%	-8%	nt	-28%
CC12CCCCC1(O)[N+](=O)C1=C(CCCC1)N2[O-] (centres undefined)	16%	3.0%	0.4%	3%	-0.3%	2.2%	9%	nt	-2%
COc1ccc(CN2CC(=O)N(c3ccc(C)cc3)C2=S)cc1OC	-13%	-0.2%	-1.1%	7%	-0.3%	-3.4%	-2%	5%	23%
Cc1cc(C)nc(Sc2ccc(C=O)cc2[N+](=O)[O-])n1	-26%[20 µM]	-0.4%	-0.1%	14%	-0.1%	-3.3%	-13%	nt	-20%
COc1ccc(CCNC(=O)c2ccc(CNS(=O)(=O)c3cc(C)ccc3C)cc2)cc1OC	-8%	5.4%	0.1%	6%	-0.1%	-3.3%	7%	-3%	-3%
O=C(Nc1ccc(F)cc1F)N1CCN(C/C=C/c2ccccc2)CC1	1%	2.4%	0.9%	8%	-0.2%	-6.1%	-8%	2%	-7%
CC(Sc1nncn1-c1ccccc1)C(=O)Nc1cccc([N+](=O)[O-])c1 (centres undefined)	7%	-1.0%	-1.7%	2%	0.9%	3.4%	4%	-3%	-10%
CC(Nc1ccc2c(c1)OCCO2)C(=O)N1CCc2ccccc21 (centres undefined)	-15%	-0.4%	-1.2%	6%	-0.3%	2.8%	0%	4%	-44%
Cc1ccc(C(C)C)c(OCC(O)CN2CCN(CCO)CC2)c1 (centres undefined)	3%	2.9%	-0.1%	3%	0.1%	-0.6%	-7%	2%	-23%
CN(C)S(=O)(=O)c1ccc(C(=O)OCCN=C2NS(=O)(=O)c3ccccc32)cc1	-33%[20 µM]	1.2%	-0.1%	-5%	0.0%	-5.9%	-13%	0%	-22%
CNc1nc(SCC(=O)Nc2ccc(Cl)c(Cl)c2)nc(N2CCOCC2)n1	-29%	1.3%	-1.0%	7%	-0.1%	6.4%	4%	-8%	-11%
COc1ccc(C(=O)Nc2nnc(S(=O)(=O)N3CCC(C)CC3)s2)cc1OC	1%	0.9%	-0.2%	-1%	0.2%	10%	-1%	4%	-19%
Cc1cc(C)c(C)c(S(=O)(=O)N2CCC(C(=O)Nc3ccncc3)CC2)c1C	25%	1.7%	-0.2%	9%	-0.1%	2.5%	3%	-11%	-15%
Cc1ccc(N2CC(C(=O)NCc3ccccn3)CC2=O)cc1 (centres undefined)	-2%	-1.2%	-0.3%	-6%	0.3%	-0.6%	3%	-3%	-3%
O=C(COC(=O)c1ccc(O)cc1)Nc1ncc(Cl)cc1Cl	30%	4.4%	0.7%	15%	0.3%	-2.6%	-11%	-3%	-23%
COc1cc(-c2cc(C(F)(F)F)n3ncc(C(=O)O)c3n2)cc(OC)c1OC	-2%	-1.3%	0.6%	22%	-0.1%	5.3%	4%	-5%	16%
CCc1[nH]nc2c1C(c1ccc(Br)s1)C(C#N)=C(N)O2 (centres undefined)	-9%	0.1%	-0.1%	6%	-0.1%	1.7%	-5%	6%	nt
CCc1nc2ccccc2n1Cc1ccc(OC)c(OC)c1	14%	1.7%	nt	-1%	0.7%	-3.1%	16%	-3%	-19%
CCOc1ccc2nc(NS(=O)(=O)c3cccs3)sc2c1	-18%[20 µM]	5.7%	-0.7%	-10%	0.5%	-4.3%	8%	14%	-38%
COc1ccc(/C=C/C(=O)Nc2cccc(F)c2)cc1S(=O)(=O)N1CCOCC1	-7%	-2.0%	-1.0%	-13%	0.0%	-2.7%	1%	-2%	-9%
Cc1ccc(S(=O)(=O)NCCc2ccncc2)cc1	27%	0.7%	0.1%	5%	-0.1%	0.2%	-5%	-7%	-4%
CC1CCCCN1CCCNC(=O)CN1C(=O)c2cccnc2Oc2ccc(Cl)cc21 (centres undefined)	-16%	-0.2%	0.4%	5%	-0.1%	-8.6%	6%	1%	-12%
CN(Cc1nccn1C)C(=O)C1CCC(=O)N(CCc2ccc(Cl)cc2)C1 (centres undefined)	-7%	1.4%	-0.3%	3%	-0.1%	0.0%	-3%	-2%	-39%
Cn1cc(Br)c(C(=O)NNC(=O)Nc2ccccc2C(F)(F)F)n1	-2%[20 µM]	-1.5%	0.2%	8%	0.2%	-3.8%	15%	-14%	-28%
CCN1CCN(C(=S)NC(=O)/C=C/c2cccs2)CC1	15%	-1.0%	-0.3%	5%	-1.1%	-0.8%	-6%	2%	-23%
CC1=CC(C)(C)Nc2ccc(OC(=O)c3cccnc3)cc21	0%	-1.5%	-0.2%	-8%	-0.1%	0.9%	-14%	-4%	34%
Cc1cc(/C=N/NC(=O)c2cccc([N+](=O)[O-])c2)c(C)n1-c1ccccc1	3%	-2.6%	0.1%	21%	-0.4%	-3.2%	7%	-12%	-31%
O=S(=O)(c1cccs1)N1CCN(S(=O)(=O)c2cccs2)CC1	-14%[20 µM]	-1.3%	-0.5%	-16%	-0.1%	-5.2%	14%	-11%	-16%
Cc1ccc(S(=O)(=O)N2CCN(S(=O)(=O)N3CCC(C)CC3)CC2)c(C)c1	-9%	-1.2%	-1.0%	3%	-0.2%	-3.1%	-4%	3%	-12%

Copied from the listing for reference:
SMILES	KOR beta-arrestin-1	HIV fusion peptide	West Nile antiviral	GPR55 antagonists	GPR55 activation	KOR beta-arrestin-2	GPR35 antagonists	Dengue-2 NS5 capping	NOD1 NF-kB reporter	others
O=S(=O)(c1cccs1)N1CCN(S(=O)(=O)c2cccs2)CC1	-14%[20 µM]	-1.3%	-0.5%	-16%	-0.1%	-5.2%	14%	-11%	-16%
Cc1ccc(S(=O)(=O)N2CCN(S(=O)(=O)N3CCC(C)CC3)CC2)c(C)c1	-9%	-1.2%	-1.0%	3%	-0.2%	-3.1%	-4%	3%	-12%

A portion of the library; the hit share may differ from the screen's.
